PvdQ acylase = P. aeruginosa PvdQ acylase inhibitors, primary screen, biochemical, fluorescence, plate reader and imaging, single point. AID 488965, 2010. hit rate 0.063% among 340,000. purified PvdQ acylase. inhibition, % at 10 µM; in the data active means inhibition above about 30%, passing the limit was not always enough; inconclusive means no clear call, values can overlap the other calls;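 further: 0% = vehicle neutral wells and 100% = reference inhibitor wells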
dFosB activator = activators of delta FosB homodimer, primary screen, biochemical, fluorescence polarization, TAMRA-CDK5 oligo, single point | purified delta FosB; percent of positive-control signal above neutral wells | activation, % at 25 µM | hit rate 0.99% among 340,000;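 active means mean activation above about 17%, with every replicate also reaching it, limit read from the data, passing the limit was not always enough; inconclusive means only one of the two conditions met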;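 further: fluorescence polarization rise as delta FosB binds a TAMRA Cdk5 AP-1 oligo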
MITF TRPM1 HTS = activators of MITF-driven TRPM1 promoter reporter, primary screen, cell-based, SK-MEL-5, luciferase, single point. AID 588334, 2011. SK-MEL-5 TRPM1-promoter luciferase, 24 h; % of positive control, neutral wells = 0. activation, % at 12.5 µM. hit rate 0.75% among 300,000;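 active means mean activation of at least 80% with every replicate also reaching 80%; inconclusive means mean reaches 80% but some replicate falls short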;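 further: 0% = neutral control wells and 100% = parthenolide positive control wells; values of inactives mirror those of a sister screen read the other way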
CDK5 inh = inhibitors of human CDK5/p35 kinase, primary screen, biochemical, single concentration | Cyclin-dependent kinase 5 (Homo sapiens) + Cyclin-dependent kinase 5 activator 1 (Homo … | Recombinant CDK5/p35, ADP-Glo luminescence, 60 min | inhibition, % at 10 µM | hit rate 0.01% among 330,000;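 active means highest replicate inhibition of at least 50% and at least 75% of replicates reaching 50%; inconclusive means only one of the two criteria met; inactive means both criteria failed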;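 further: plate controls were DMSO neutral control for no effect and GW8510 at 10 µM for full effect; many of its hits are not listed in these tables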
Target sequence (Q00535 whole entry, looked up): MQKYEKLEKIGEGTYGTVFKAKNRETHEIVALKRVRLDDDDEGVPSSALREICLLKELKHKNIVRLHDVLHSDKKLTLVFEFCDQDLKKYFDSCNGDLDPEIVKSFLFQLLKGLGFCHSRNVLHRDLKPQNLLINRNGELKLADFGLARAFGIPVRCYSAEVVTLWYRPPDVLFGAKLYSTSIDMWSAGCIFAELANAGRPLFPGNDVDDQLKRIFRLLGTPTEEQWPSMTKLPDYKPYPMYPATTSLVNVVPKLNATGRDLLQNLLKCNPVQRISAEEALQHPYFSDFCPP
Target sequence (Q15078 whole entry, looked up): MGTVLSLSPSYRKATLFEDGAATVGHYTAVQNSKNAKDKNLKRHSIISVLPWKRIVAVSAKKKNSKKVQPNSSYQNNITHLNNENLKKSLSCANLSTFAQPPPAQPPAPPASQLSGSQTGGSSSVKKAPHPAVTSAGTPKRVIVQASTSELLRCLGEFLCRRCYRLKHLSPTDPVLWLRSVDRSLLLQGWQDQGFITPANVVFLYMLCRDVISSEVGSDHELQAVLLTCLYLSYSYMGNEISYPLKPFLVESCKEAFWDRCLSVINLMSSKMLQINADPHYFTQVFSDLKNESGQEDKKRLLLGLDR
SR-BI DiI-HDL act = activators of SR-BI mediated DiI-HDL uptake, primary screen, ldlA[mSR-BI] CHO cells, DiI fluorescence | activation, % at 12.5 µM | AID 504775, 2011 | hit rate 0.096% among 320,000 | 3 h; 100 = double the neutral-control signal;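 active means mean replicate activation of at least 60% and every replicate at or above 60%; inconclusive means mean or all-replicate condition met, but not both; inactive means mean below 60% and not all replicates reaching 60%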;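 further: 0% = median plate neutral-control signal and 100% = twice that signal; values of inactives mirror those of a sister screen read the other way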
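System: LDL receptor-deficient CHO ldlA cells overexpressing murine SR-BI | Timing: 3 h uptake period with compound, 37 °C | Medium: HEPES-buffered (25 mM, pH 7.4) F12 plus 0.5% BSA | Dosing: Single-point compound dose | Signal: Bottom-read fluorescence, 550/595 nm | Read-out: Retained DiI signal reflecting DiI-HDL uptake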
Rtt109 Vps75 = inhibitors of C. albicans Rtt109/Vps75 HAT, primary screen, biochemical, ThioGlo CoA-SH fluorescence, plate reader; AID 540336, 2011; purified Rtt109/Vps75, 4 h; inhibition, % at 34.9 µM; Histone acetyltransferase RTT109 (Candida albicans (strain SC5314 / ATCC MYA-2876)), …; hit rate 0.16% among 330,000;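 active means inhibition of at least 50% in every replicate; inconclusive means best replicate reaches 50% inhibition but some replicates fall short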
Target sequence (Q5AAJ8 whole entry, looked up): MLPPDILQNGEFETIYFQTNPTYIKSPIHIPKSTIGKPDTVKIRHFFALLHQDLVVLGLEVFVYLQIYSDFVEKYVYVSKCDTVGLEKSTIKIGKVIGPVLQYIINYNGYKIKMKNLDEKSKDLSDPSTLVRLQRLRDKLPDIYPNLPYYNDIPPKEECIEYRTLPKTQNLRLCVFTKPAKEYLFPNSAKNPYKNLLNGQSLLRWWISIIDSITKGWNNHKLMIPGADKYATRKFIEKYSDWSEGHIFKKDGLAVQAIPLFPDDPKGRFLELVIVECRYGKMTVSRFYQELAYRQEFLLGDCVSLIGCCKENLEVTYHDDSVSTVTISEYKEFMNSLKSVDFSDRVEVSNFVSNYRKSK
Wnt act = Wnt/beta-catenin pathway activators, primary screen, cell-based, plate reader, single point; Wnt/beta-catenin reporter cell assay, activator; activation, % at 9.35 µM; hit rate 1.2% among 300,000; in the data active means activation above about 30%, passing the limit was not always enough; inconclusive means no clear call, values can overlap the other calls;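 further: 0% = neutral control wells and 100% = positive control wells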
SR-BI DiI inh = inhibitors of SR-BI mediated HDL lipid uptake, primary screen, ldlA[mSR-BI] cells, fluorescence, single point. Scavenger receptor class B member 1 (Mus musculus), Q61009. ldlA[mSR-BI] CHO cells, DiI-HDL uptake fluorescence, 3 h. inhibition, % at 12.5 µM. hit rate 0.96% among 320,000;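 active means mean replicate inhibition of at least 70% and a set share of replicates each scoring 70 or more; inconclusive means meets just one of the two criteria; inactive means fails both criteria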;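 further: 0% = median of neutral control wells and 100% = median of positive control wells; values of inactives mirror those of a sister screen read the other way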
cardiac RTF act = cardiac RTF calcium sensitivity activators, primary screen, biochemical, IANBD-TnC fluorescence, EC20 calcium; AID 493008, 2010; IANBD-labeled TnC RTF fluorescence at EC20 calcium; 0% EC20 calcium, 100% full calcium; Troponin I, cardiac muscle (Homo sapiens) + Troponin T, cardiac muscle (Homo sapiens) + …; hit rate 0.24% among 340,000; activation, % at 7.2 µM;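 active means activation above the mean over all tested compounds plus 3 SD, cut at about 30% in these data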;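 further: rise in fluorescence read as greater calcium sensitivity of cardiac thin filaments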
HTR5A ag ctr = HTR5A agonists in luminescence cell assay, primary screen, counter-screen for OPRM1-OPRD1 heterodimer agonist project, full-deck HTS | 5-hydroxytryptamine receptor 5A (Homo sapiens), P47898 | cell-based | activation, % at 9.3 µM | hit rate 0.61% among 340,000 | AID 504692, 2011; in the data active means activation mostly above about 9.5%, no sharp cut-off; inactive means mostly below about 7.6%;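 further: 0% = cells with vehicle only and 100% = reference agonist; strong numbers were not always called active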
Starred values were filed as active, the others as inactive; ? = inconclusive; · = no result given.

SMILES | PvdQ acylase | dFosB activator | MITF TRPM1 HTS | CDK5 inh | SR-BI DiI-HDL act | Rtt109 Vps75 | Wnt act | SR-BI DiI inh | cardiac RTF act | HTR5A ag ctr
Cc1ccc(NC(=O)C(NCc2ccccn2)c2ccccc2)cc1 (stereo not drawn) | 3 | -9 | 44 | 3.4 | 8 | -2 | ? | -8 | 11 | 0
COc1ccc(S(=O)(=O)N2CCCCC2)cc1NC(=O)c1ccc(OC)c(OC)c1 | -13 | -1 | 13 | -1.0 | -52 | -2 | -3 | 52 | 3 | -4
CCOc1ccccc1NC(=O)CN1CCC(C(=O)c2ccc(F)cc2)CC1 | -5 | -2 | -2 | -3.9 | -32 | 9 | -3 | 32 | -1 | 2
O=C1CCCCC1C(Nc1ccc(Cl)cc1)c1ccccc1 (stereo not drawn) | -15 | -3 | 10 | 1.1 | -37 | 3 | · | 37 | 4 | 7
C=CCN1CCN(C(=O)CCc2ccccc2)CC1 | -6 | -2 | -15 | -2.6 | 10 | 3 | 0 | -10 | -1 | 0
COc1cccc(C(=O)C2CCCN(Cc3cccn3-c3cccnc3)C2)c1 (stereo not drawn) | -2 | -7 | -3 | -0.3 | 10 | 6 | -1 | -10 | -4 | 2
CCC(=O)N/N=C(\C)CC(=O)Nc1ccccc1-c1ccccc1 | 2 | -5 | 12 | 1.7 | 28 | -6 | -2 | -28 | 6 | 2
COc1ccc(C(=O)NC(C)C2CC3CCC2C3)cc1 (stereo not drawn) | -12 | -5 | · | -3.1 | · | 1 | -2 | · | -1 | -2
COc1ccc(N(C(=O)CNC(=O)c2ccco2)C(C(=O)NC2CCCCC2)c2ccco2)cc1 (stereo not drawn) | 9 | -8 | -6 | -2.1 | 26 | 5 | · | -26 | -9 | -3
O=C1c2cccc3cc([N+](=O)[O-])cc(c23)C(=O)N1c1nncs1 | 7 | 1 | -6 | 0.7 | 7 | -11 | 1 | -7 | -1 | 2
CC(=O)Nc1ccccc1C(=O)C(=O)Nc1cccc(Br)c1 | -3 | -2 | -4 | -0.3 | 6 | 6 | 1 | -6 | -5 | -3
COc1ccc(/C=C/C(=O)OCC(=O)c2ccc(S(=O)(=O)N3CCCCC3)cc2)cc1OC | -6 | 84* | 13 | -0.3 | -50 | -1 | -4 | 50 | -11 | 12
CCn1c(SCc2nnc(-c3ccccc3)o2)nnc1-c1ccc(S(=O)(=O)N2CCCC2)cc1 | -5 | -9 | 6 | -2.8 | -11 | 4 | 0 | 11 | -3 | -4
Cc1ccccc1NC(=O)c1cccc(Cn2cc(Br)c([N+](=O)[O-])n2)c1 | 1 | -5 | -10 | -2.6 | -13 | 3 | · | 13 | 0 | 5
C/C(CC(=O)Nc1cccc(C(F)(F)F)c1)=N\NC(=O)Cc1ccccc1 | -8 | -3 | -3 | -3.3 | 12 | 9 | -1 | -12 | 4 | -3
CCN1CCN(C(=O)CN2C(=O)COc3ccc(C)cc32)CC1 | -7 | -4 | 4 | -2.5 | · | -14 | 0 | · | 6 | -4
C[C@H](CO)N1C[C@H](C)[C@@H](CN(C)S(=O)(=O)c2ccc(F)cc2)Oc2c(NC(=O)c3ccncc3)cccc2C1=O | 0 | 2 | 7 | -0.2 | 17 | -10 | -3 | -17 | -4 | 7
CC(=O)C1=C(O)C(=O)N(Cc2ccccc2)C1c1cccs1 (stereo not drawn) | 5 | 0 | 7 | 0.5 | -2 | 3 | -5 | 2 | -6 | -5
CCCn1c(=O)c(C(=O)NNC(=O)Cc2ccccc2)c(O)c2ccccc21 | -10 | -3 | 7 | 2.3 | 17 | 3 | -1 | -17 | -1 | 10
N/C(COc1ccc(F)cc1)=N\NC(=O)c1cccnc1Oc1ccccc1 | -3 | 2 | -2 | 0.2 | 7 | -7 | -10 | -7 | 5 | 2

Reprinted from the part before: 2 compounds; new compounds follow.
SMILES | PvdQ acylase | dFosB activator | MITF TRPM1 HTS | CDK5 inh | SR-BI DiI-HDL act | Rtt109 Vps75 | Wnt act | SR-BI DiI inh | cardiac RTF act | HTR5A ag ctr
CCCn1c(=O)c(C(=O)NNC(=O)Cc2ccccc2)c(O)c2ccccc21 | -10 | -3 | 7 | 2.3 | 17 | 3 | -1 | -17 | -1 | 10
N/C(COc1ccc(F)cc1)=N\NC(=O)c1cccnc1Oc1ccccc1 | -3 | 2 | -2 | 0.2 | 7 | -7 | -10 | -7 | 5 | 2
COc1cc(SC)ccc1C(=O)N1CCc2ccccc21 | -13 | -7 | -13 | 0.6 | -20 | 8 | -1 | 20 | 1 | 5
COc1ccc(C(=O)NN2C(=O)C3CCC(C)(C2=O)C3(C)C)cc1 (stereo not drawn) | -12 | 5 | -7 | -1.2 | 10 | -4 | · | -10 | -1 | -1
Cc1ccc2[nH]c(=O)c(CN(CCO)Cc3nnnn3CCc3ccccc3)cc2c1 | -7 | -13 | 3 | 0.0 | 26 | 0 | · | -26 | -4 | -1
Cc1cc(C)c2c(-n3cccc3)nn(C)c2n1 | -13 | -1 | 7 | 0.1 | 4 | 0 | · | -4 | 4 | 5
COc1ccccc1CNC(=O)CCN1C(=O)c2ccccc2C1=O | -17 | -9 | 12 | -0.2 | -18 | -3 | 2 | 18 | 4 | -2
Cc1csc(SCc2ccccc2C(=O)O)n1 | 5 | 6 | · | 0.5 | 17 | -13 | -6 | -17 | 7 | 3
O=C1Nc2ccccc2C(O)(C(=O)NC2CC2)N1c1ccc(Cl)c(Cl)c1 (stereo not drawn) | -11 | -9 | 4 | 1.1 | 28 | 5 | 1 | -28 | 1 | 6
CCCNC(=O)Nc1cccc(C(=O)OC)c1 | -7 | -5 | 5 | 0.2 | -3 | -4 | 34* | 3 | 4 | 1
COc1ccc(-c2c(C#N)c(SCC(N)=O)nc3c2CCCC3)cc1 | -3 | 0 | 6 | -2.6 | -29 | -21 | 0 | 29 | 9 | -3
COc1cccc(CC(NC(C)=O)C(=O)NC2CCN(S(=O)(=O)c3ccc(F)cc3)CC2)c1OC (stereo not drawn) | -17 | -9 | -4 | -0.7 | -5 | 8 | 0 | 5 | 4 | 4
COc1ccccc1C(CNC(=O)c1ccc(NS(=O)(=O)c2ccc(F)c(C)c2)cc1)N1CCCC1 (stereo not drawn) | -10 | 1 | -4 | 2.1 | 23 | 0 | 5 | -23 | 3 | 4
CC(NCc1cc(Br)ccc1OCC(N)=O)C12CC3CC(CC(C3)C1)C2 (stereo not drawn) | -18 | 0 | · | -1.3 | 11 | -1 | -8 | -11 | 0 | -1
O=C(CCSc1ccccc1)Nc1ccc(S(=O)(=O)N2CCOCC2)cc1 | 5 | -12 | -11 | 1.0 | -1 | 2 | -5 | 1 | -11 | 3
Cc1ccc(-c2[nH][nH]c(=O)c(=O)c2N=Nc2ccccc2)cc1 | -13 | 9 | -6 | 2.1 | 9 | -13 | -1 | -9 | 3 | 3
NC(=O)C1CCN(CC(=O)c2c[nH]c3ccc(F)cc23)CC1 | -10 | 1 | -6 | 0.8 | 18 | 4 | · | -18 | -1 | 4
COc1ccc(Cc2nc3ccc(C(=O)N4C[C@@H](C)O[C@@H](C)C4)cc3o2)cc1OC | -16 | -9 | 75 | 1.1 | 6 | -3 | 9 | -6 | 5 | 1
Cc1onc(-c2ccccc2Cl)c1C(=O)NC(C)c1ccccc1 (stereo not drawn) | -21 | -3 | -6 | 0.2 | 9 | -3 | -1 | -9 | 3 | 1
Cc1ccccc1NC(=S)NCc1ccc2c(c1)cc(C)n2C | -10 | -6 | 1 | -0.5 | -17 | -6 | -2 | 17 | -1 | 2
CCOC(=O)N1CCC(NC(=O)Cn2c3c(c(-c4ccccc4Cl)cc2=O)CCC3)CC1 | -8 | -5 | -6 | 0.5 | -34 | 17 | 0 | 34 | 4 | -2
CCOC(=O)c1cnc2ccc(OCC)cc2c1N1CCN(C)CC1 | -11 | -11 | 17 | 1.8 | 4 | 2 | -5 | -4 | 2 | 0
Cc1ccccc1C(=O)OCC(=O)NCC1COc2ccccc2O1 (stereo not drawn) | -7 | 1 | 3 | 0.6 | 0 | 0 | -2 | 0 | 1 | -7
COC(=O)C(NC(=O)CSc1nc(N)cc(=O)[nH]1)c1ccccc1 (stereo not drawn) | -7 | 2 | -8 | 1.9 | 6 | 9 | ? | -6 | 8 | 0
CCC(C)NS(=O)(=O)c1ccc(S(=O)(=O)N2CCCC3(CCCCC3)C2)cc1 (stereo not drawn) | 9 | -6 | -19 | -2.7 | -13 | 3 | -7 | 13 | -3 | 8
CCN1CCN(c2ccc(S(=O)(=O)N3CCCCC3)cc2NC(=O)COc2ccc(F)cc2Cl)CC1 | -13 | 15 | -6 | 1.0 | 8 | -6 | -1 | -8 | 2 | 1
CN1CCN(C(=O)c2ccc(Cl)c(S(=O)(=O)N3CCCCCC3)c2)CC1 | -3 | 0 | -6 | 0.2 | -9 | -1 | -2 | 9 | 9 | -1
N#Cc1ccc(-c2ccc(Cl)cc2)nc1Oc1ccc(F)cc1 | -10 | 1 | · | -3.6 | -22 | · | · | 22 | 2 | 0
COc1ccc(/C=N/N2C(=O)C3C4C=CC(C4)C3C2=O)cc1[N+](=O)[O-] (stereo not drawn) | 11 | -1 | 9 | 0.9 | 35 | 12 | -1 | -35 | 4 | 3
O=C(NNC(=O)c1ccccc1O)c1ccc(-c2ccc([N+](=O)[O-])cc2)o1 | -1 | 2 | 5 | 1.8 | -121 | 0 | -5 | 121* | -5 | -1
COC(=O)CSc1nc(N)nc(C)c1Cl | -6 | 0 | 9 | 0.4 | 13 | 0 | -1 | -13 | -3 | 1
COC(C[C@@H](O)C[C@@H](O)[C@@H](C)OCc1ccccc1)OC | -7 | 0 | -5 | -1.4 | 7 | 3 | 1 | -7 | 2 | 0
COc1ccc(C(=O)NNC(=O)CSc2nnc(COc3ccccc3)n2C)cc1 | 10 | -7 | -12 | 0.8 | 4 | -6 | -2 | -4 | 2 | -6
CC(C)c1ccc(NC(=O)CCNC(=O)Cn2cnc3ccccc3c2=O)cc1 | -9 | -3 | -4 | 0.9 | -9 | -4 | -2 | 9 | -4 | -2
S=C(Nc1cccnc1)NC1CC2CCC1C2 (stereo not drawn) | -16 | -2 | -9 | 0.6 | 9 | -5 | -2 | -9 | 2 | 0

Screening results (PubChem BioAssay)
